High-throughput results from PubChem.
CHO-K1 Ca PAM = M1 PAM counterscreen hit in parental CHO-K1 cells; ATP EC20, Fluo-8 calcium fluorescence; 0% at ATP EC20, 100% at ATP max; activation, % at 3 µM; 360,000 compounds, 0.02% hits; AID 602247;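 active = activation above the run cutoff, the mean activation of all test compounds plus 3 SD, cut at about 40% in these data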;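 note: peak over basal fluorescence ratio in a 140 s read after ATP addition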
CHO-K1 Ca ag = counter-screen for M1 agonists: effect in parental CHO-K1 cells. Fluo-8 calcium fluorescence; scaled to maximal ATP response, vehicle zero. activation, % at 3 µM. 360,000 compounds, 0.48% hits. AID 602248; in the data active = activation above about 15%;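 note: untransfected CHO-K1 host cells lacking M1 receptor as counterscreen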
CHO parental Ca = counter-screen for OX1R antagonists: effect in parental CHO cells; parental CHO-K1, ATP-induced calcium, Fluo-8 fluorescence; inhibition, % at 5.6 µM; 330,000 compounds, 0.63% hits; AID 463079;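 active = inhibition above that plate's mean sample inhibition plus 3 SD, cut at about 26% in these data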;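 note: 0% = ATP-challenged DMSO wells and 100% = DMSO wells without ATP; some compounds past the cut are filed as inactive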
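Test system: untransfected parental CHO cell line; also added: ATP stimulus; dosing: 5.6 µM, single dose; signal: calcium-sensitive Fluo-8 fluorescence; measure: percent inhibition of ATP-evoked calcium rise, normalized to controls; benchmarks: low control ATP plus DMSO, high control DMSO only; replication: one well per compound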
OXTR potentiator = human OXTR potentiation; P30559; CHO-OTR cells, Fluo-8 calcium fluorescence, potentiator mode; 0% = oxytocin EC15, 100% = EC100; activation, % at 3 µM; 320,000 compounds, 0.061% hits;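 active = activation above that plate's cutoff, the mean activation of tested compounds plus 3 SD, cut at about 6.6% in these data, passing the limit was not always enough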;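 note: 100% uses oxytocin at 75 nM as the full agonist control; some results filed as inactive read as strong as hits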
Target sequence (P30559 whole entry, looked up): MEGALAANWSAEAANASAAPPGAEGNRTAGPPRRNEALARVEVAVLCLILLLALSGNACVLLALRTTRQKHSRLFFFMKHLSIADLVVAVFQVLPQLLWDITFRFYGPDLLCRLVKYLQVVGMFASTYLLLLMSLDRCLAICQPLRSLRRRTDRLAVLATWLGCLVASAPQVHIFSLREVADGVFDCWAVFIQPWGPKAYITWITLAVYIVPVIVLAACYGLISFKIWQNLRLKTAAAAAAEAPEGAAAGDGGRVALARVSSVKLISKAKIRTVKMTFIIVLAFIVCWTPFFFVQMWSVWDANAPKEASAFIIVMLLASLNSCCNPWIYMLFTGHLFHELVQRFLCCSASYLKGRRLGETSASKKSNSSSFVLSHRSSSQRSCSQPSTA
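Assay system: CHO cell line stably expressing human OTR | Also added: Oxytocin at about EC15, sub-maximal agonist stimulus | Times: Compound 6 min at room temperature before oxytocin, 100 s read | Measured by: Fluo-8 intracellular calcium fluorescence, ex 470-495, em 515-575 nm | Controls: EC15 oxytocin alone as 0%, 75 nM oxytocin as 100%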
CHO-K1 Ca antag = nonselective inhibitor or artifact in parental CHO-K1 cells. inhibition, % at 3 µM. ATP-induced calcium, Fluo-8 fluorescence. 360,000 compounds, 0.6% hits;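 active = inhibition above a per-plate cutoff, the plate's mean sample inhibition plus 3 SD, cut at about 24% in these data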;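 note: 0% = DMSO plus EC80 ATP and 100% = DMSO alone without ATP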
TAAR1 agonist = human TAAR1 agonism; Q96RJ0; CHO RD-HGA16 TAAR1, Fluo-8 calcium fluorescence; vehicle wells 0%, saturating PEA agonist 100%; activation, % at 3 µM; 360,000 compounds, 0.99% hits; AID 624467;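 active = activation above the mean activation of all test compounds in the run plus 3 SD, cut at about 38% in these data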
Target sequence (Q96RJ0 whole entry, looked up): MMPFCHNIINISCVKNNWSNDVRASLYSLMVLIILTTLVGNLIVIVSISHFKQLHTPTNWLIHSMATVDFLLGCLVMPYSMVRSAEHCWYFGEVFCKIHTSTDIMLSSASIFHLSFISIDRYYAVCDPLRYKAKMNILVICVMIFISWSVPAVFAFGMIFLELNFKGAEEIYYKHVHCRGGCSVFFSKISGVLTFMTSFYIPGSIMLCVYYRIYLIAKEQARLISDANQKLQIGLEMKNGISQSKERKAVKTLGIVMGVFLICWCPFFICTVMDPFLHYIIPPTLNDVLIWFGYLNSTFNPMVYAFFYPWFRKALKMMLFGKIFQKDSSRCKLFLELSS
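System: CHO RD-HGA16 cells carrying human TAAR1 plus Gα16; Incubation: 17-24 h seeding, 75 min 37 °C dye, 30 min RT; Measured by: Fluo-8 fluorescence, 5 s baseline then 140 s kinetic read; Control set: DMSO and PEA EC100; Replication: single well for each compound.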
CHRM1 antagonist = blocks human M1 muscarinic receptor; P11229; CHO-K1 hM1, Fluo-8 calcium fluorescence, ACh EC80 antagonist; inhibition, % at 3 µM; 360,000 compounds, 1.3% hits; AID 588852;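 active = percent inhibition above its own plate's cutoff, namely the mean of that plate's compound wells plus 3 SD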;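 note: peak over basal fluorescence ratio during 140 s after agonist addition; 0% = ACh EC80 plus DMSO and 100% = DMSO alone without agonist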
TAAR1 antag = human TAAR1 antagonism. AID 624466. inhibition, % at 3 µM. Q96RJ0. CHO RD-HGA16 TAAR1, Fluo-8 calcium fluorescence, antagonist. 360,000 compounds, 1.5% hits;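 active = inhibition above a per-plate cutoff, the mean inhibition of test compounds on that plate plus 3 SD, cut at about 49% in these data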;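 note: 0% = DMSO plus EC80 beta-PEA response and 100% = DMSO alone without agonist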
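Material: CHO RD-HGA16 cells bearing hTAAR1; compound dosing: one-point dosing, 3 µM nominal final; schedule: dye loading 75 min at 37 °C, then 30 min room temperature; measured by: calcium fluorescence with Fluo-8; control set: vehicle and agonist controls; replication: n of 1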
CHRM1 agonist = human M1 muscarinic receptor agonism; CHO-K1 hM1, Fluo-8 calcium fluorescence, agonist mode; 0% DMSO, 100% acetylcholine EC100; activation, % at 3 µM; 360,000 compounds, 0.33% hits; AID 588814;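 active = activation above the run's mean compound activation plus 3 SD, cut at about 16% in these data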;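 note: peak over basal fluorescence ratio within a 140 s kinetic read after compound addition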
Numbers without * were called inactive; x = not tested or not shown.

Start of the listing, in advance, 2 compounds:
Each structure is followed by: OXTR potentiator	CHRM1 agonist	CHRM1 antagonist	CHO-K1 Ca antag	TAAR1 agonist	TAAR1 antag	CHO-K1 Ca ag	CHO parental Ca	CHO-K1 Ca PAM
CN1/C(=C/C(=O)COC(=O)C2COc3ccccc3O2)C(C)(C)c2ccccc21 (stereo not drawn)
  x	-2	-13	-10	0	20	1.3	x	6
CC(OC(=O)C1COc2ccccc2O1)C(=O)N(C)c1ccccc1 (stereo not drawn)
  -6	-4	-1	-12	0	2	2.5	-4	26

The listing, from the first entry:
Each structure is followed by: OXTR potentiator	CHRM1 agonist	CHRM1 antagonist	CHO-K1 Ca antag	TAAR1 agonist	TAAR1 antag	CHO-K1 Ca ag	CHO parental Ca	CHO-K1 Ca PAM
CN1/C(=C/C(=O)COC(=O)C2COc3ccccc3O2)C(C)(C)c2ccccc21 (stereo not drawn)
  x	-2	-13	-10	0	20	1.3	x	6
CC(OC(=O)C1COc2ccccc2O1)C(=O)N(C)c1ccccc1 (stereo not drawn)
  -6	-4	-1	-12	0	2	2.5	-4	26
N#CCCn1cc(/C=N/O)c(-c2ccc(Cl)cc2)n1
  -6	-5	-7	-7	3	14	1.0	-13	13
CN1CCN(c2nc(-c3ccc(Cl)c(Cl)c3)nc3ccccc23)CC1
  -1	-2	-5	-4	x	x	0.5	2	1
Cc1ccc(-n2ncc3c2CCCC3NC(=O)CCC2=NNC(=O)CC2)cc1C (stereo not drawn)
  3	-3	-12	-4	0	-13	-0.2	-12	7
CC(=O)Nc1ccc(Nc2cc(-c3ccccc3)nc3ncnn23)cc1
  -16	-3	-5	-12	5	-14	4.2	-1	2
CCOc1ccc(S(=O)(=O)NCCC(=O)N(C)Cc2ccc(C)o2)cc1
  -4	-3	-5	-14	0	-2	1.7	-16	7
CN1CCN(c2nc(-c3ccccc3)ncc2S(C)(=O)=O)CC1
  -18	-9	13	-5	5	-3	1.3	-7	-5
Cc1ccc(NC(=O)CSc2nnc(CNC(=O)c3ccco3)o2)cc1Cl
  -19	0	2	-4	6	4	3.0	11	-19
CCCn1c(=NC(=O)CS(=O)(=O)c2ccccc2)sc2cc(S(C)(=O)=O)ccc21
  -4	-3	-15	4	3	-1	6.1	-6	12
CC(=O)C1=C(C)Nc2ncnn2C1c1ccccc1F (stereo not drawn)
  -13	-5	14	-12	0	-11	1.6	0	-32
COc1cc(N(C(=O)Cc2cccs2)C(C(=O)NC2CCCCC2)c2ccc(C)cc2)ccc1-n1cnnn1 (stereo not drawn)
  -4	-7	-2	3	0	-27	-0.4	-13	11
O=C(CCc1ccccc1)Nc1cccnc1
  -8	-3	-21	-4	-2	-19	1.5	4	18
Cc1c(/C=N\NC(=O)c2ccc(F)cc2)cnn1C
  -2	-1	2	11	1	4	-0.1	-7	-12
C=C(C)CN(CC)CCC(=O)Nc1ccc(OC)cc1OC
  -1	-2	-1	5	5	21	0.5	-20	5
CN(C)c1ccc(C2Nc3cccc4cccc(c34)N2)cc1
  -8	-3	-13	4	5	-6	0.8	0	26
COc1ccc(C2=NS(=O)(=O)N(C)C(C(=O)Nc3ccc(C)cc3)=C2)cc1
  -6	3	18	3	6	18	10	0	11
COc1cccc(/C=N/Nc2ccc(Cl)nn2)c1OC
  -5	-2	9	-10	10	-10	1.6	4	4
CN(CCOc1ccc(Cl)cc1)C(=O)C1=CC=CN2CCS(=O)(=O)N=C12
  5	-3	7	3	2	5	-0.5	6	-13
CN1CCN(C2Cc3ccc(F)cc3Sc3cc(F)c(Cl)cc32)CC1 (stereo not drawn)
  0	-6	29	6	15	7	0.9	7	-4
O=C(NCCS(=O)(=O)N1CCN(c2ccccc2F)CC1)c1cccc(Br)c1
  -3	0	-5	-15	2	-12	8.2	-26	25
COc1ccccc1Nc1nc(N)nc(CSC(=S)N2CCC(C)CC2)n1
  -7	-6	-7	3	3	-7	-0.4	-39	15
Fc1ccc2nc(Nc3ccccc3)sc2c1
  -14	-5	8	-3	8	2	-0.2	-7	-4
O=C(COc1ccc(Br)cc1Cl)c1ccc[nH]1
  -2	-6	-6	2	4	-26	2.1	5	15
O=C(CNc1n[nH]c(=O)[nH]c1=O)N/N=C/c1cccnc1
  -1	-5	-7	0	1	-4	-0.1	-5	14
N#Cc1ccc2ccn(CC(=O)NC3CCCCCC3)c2c1
  -3	-7	-4	9	3	-2	0.2	3	1
COC(=O)c1ccc(Oc2nc(NC(C)C)nc(SC)n2)cc1
  -7	-6	-11	-18	7	6	0.3	-5	26
CC1Cc2ccccc2N1C(=O)c1cnc2n(c1=O)CCS2 (stereo not drawn)
  -1	-2	-25	-12	-1	5	-0.3	0	-1
Cc1ccc2c(c1)C1CC(C)(O2)N(c2cccc(C(=O)N3CCN(c4ccccn4)CC3)c2)C(=O)N1 (stereo not drawn)
  -9	-2	5	-16	6	22	5.8	-32	7
O=C(NCCN1CCCCC1)c1cc(OCC(F)(F)F)ccc1OCC(F)(F)F
  0	-6	1	13	4	-3	-0.4	-4	0
CCC(Oc1ccc2c(c1)C(=O)CC(C)(C)O2)C(=O)NCCN1CCCCCC1 (stereo not drawn)
  1	-5	-7	-3	0	-5	0.0	-11	18
C=CCNc1nc(C(=O)OC(C)C(=O)c2ccc(C)cc2)cs1 (stereo not drawn)
  -7	-6	8	2	11	-26	-0.3	-13	-14
NS(=O)(=O)c1ccc(CCNC(=O)C2CCCN2C(=O)OCc2ccccc2)cc1 (stereo not drawn)
  -8	-4	-11	-11	-1	5	0.3	1	14
Cc1cc(NC(=O)CSc2ccc3nnc(-c4cccnc4)n3n2)no1
  -1	-4	-11	-4	0	3	0.1	-17	10
COc1ccc(CN2CCN(CCCc3ccccc3)CC2)c(OC)c1
  -5	x	x	x	0	-10	x	-23	x
O=C(Cc1ccccc1C(=O)O)Nc1cccc2ccccc12
  -8	-1	-6	-1	-3	4	0.3	16	-27
COc1ccccc1N(CC(=O)Nc1c(C)n(C)n(-c2ccccc2)c1=O)S(=O)(=O)c1ccc(C)cc1
  -12	-11	-13	-8	-2	-17	-0.2	-7	17
CCCCCC/C(=N\NS(C)(=O)=O)c1ccccc1
  -1	-5	-14	-15	-3	-5	0.9	-2	20
Cc1ccc(C)c(S(=O)(=O)N2CCCOC2CNC(=O)C(=O)NC2CC2)c1 (stereo not drawn)
  -9	0	5	8	2	-9	2.0	-7	-9
N#Cc1ccc(C(=O)NC2CCCCCCC2)cc1
  -10	-7	-7	-23	-2	-13	2.1	3	9
CC(=O)Nc1cccc(/C(C)=N/NC(=O)c2cccs2)c1
  -8	-6	-6	5	5	-17	0.3	-5	6
COc1ccc(NC(=S)NC(NC(C)=O)C(Cl)(Cl)Cl)c([N+](=O)[O-])c1 (stereo not drawn)
  -11	-2	5	3	0	-4	0.1	-10	4
CN(CC(=O)Nc1ccc(Cl)cc1F)C1CCS(=O)(=O)C1 (stereo not drawn)
  0	-6	-2	-12	1	-17	0.3	-2	-9
CC(C)=CCC/C(C)=C/C(N)=O
  x	-3	0	-13	0	5	0.5	x	-2
Cc1onc(-c2ccccc2)c1C(=O)N1CCOC12CCN(c1cccc(F)n1)CC2
  -13	-6	-1	10	3	11	0.8	-9	4
O=C(NNS(=O)(=O)c1ccc(Cl)cc1)c1cc(-c2ccccc2)nc2ccccc12
  -7	-7	8	5	2	16	6.5	-24	15
Clc1ccc(CN2C3=NCCN3c3ccccc32)cc1Cl
  -8	-7	23	-4	18	8	1.5	-11	8
Cc1cccc(CSc2nc3c(c(-c4cccs4)c2C#N)CN(C)CC3)c1
  0	-13	-8	-9	4	-1	0.0	-2	22
Cc1cccc(NC(=O)CSc2nc3ccccc3nc2N2CCCC2)c1
  2	-4	-13	-2	1	-35	-0.3	-1	17
O=C(CCC(=O)N1CCOc2ccccc21)Nc1cc(F)ccc1F
  -9	-3	4	-11	0	0	0.6	-11	9
Cc1cccc(CSc2nc3c(c(=O)[nH]2)CCC3)c1
  -2	-5	10	16	6	-19	0.2	2	-11
COCCNc1nc(Oc2ccc(CC(=O)OC)cc2)c2sc(-c3ccccc3)cc2n1
  x	-3	-9	-11	1	-2	1.1	x	16
O=C1NCC2=C1C(c1ccc(Br)cc1)Nc1ccccc1N2 (stereo not drawn)
  1	-4	-4	0	14	-5	0.3	-2	5
Cc1ccc(CN2CCN(/N=C/c3ccc(C(=O)O)cc3)CC2)c(C)c1
  -5	-3	2	6	-1	6	-0.3	0	9
O=C(c1cc(C2CC2)on1)N1CCN(c2ccccc2)CC1
  1	-3	-5	3	0	-11	5.5	-5	12
CCN(CC(=O)Nc1c(F)cccc1F)C(=O)CSC(=S)N1CCCC1
  -4	-3	-1	-9	2	-15	0.5	-16	6
Cc1ccc(S(=O)(=O)NCCC(=O)NCCc2ccc(S(N)(=O)=O)cc2)cc1C
  2	-2	-13	-17	6	1	1.2	-6	17
COc1ccc(C2=NOC(C)(c3nnc(Cc4ccccc4)o3)C2)cc1 (stereo not drawn)
  -7	1	-5	-14	3	15	0.3	13	15
COCCN1C=C(C(=O)OC)C(c2ccc(OC)c(OC)c2)C(C(=O)OC)=C1
  -2	-4	-8	2	0	-8	0.2	-6	-8
Cc1ccc(C)c(/C=N/Nc2nc3ccccc3c(=O)n2O)c1
  -2	-2	14	-1	1	-12	-0.1	-18	-18

Other records follow.
Each structure is followed by: OXTR potentiator	CHRM1 agonist	CHRM1 antagonist	CHO-K1 Ca antag	TAAR1 agonist	TAAR1 antag	CHO-K1 Ca ag	CHO parental Ca	CHO-K1 Ca PAM
CCN(CC)CCCNc1nc(N)c([N+](=O)[O-])c(NCCO)n1
  4	-7	0	-9	5	-29	-0.2	-8	6
O=C(CCc1nc2ccccc2[nH]1)Nc1ccc(F)cc1
  -4	-3	-1	-21	2	-5	1.9	-8	36
CC(OC(=O)C1=COCCO1)C(=O)NC(C)c1ccc(Cl)cc1Cl (stereo not drawn)
  0	-3	-1	2	4	-12	1.1	-15	17
CC1(C(=O)N(CC(=O)NC2CCCC2)Cc2ccccc2)CC(=O)N=C2C=CC=CN21 (stereo not drawn)
  -1	-6	4	-8	2	-8	1.7	-3	3
Cc1ccc(S(=O)(=O)NCC(=O)OCc2nnc(-c3ccccc3)o2)cc1
  -5	-2	-5	3	2	-5	0.6	-6	5
CCN(CC)C(=O)c1ccc(C)c(Br)c1
  1	-2	-6	-6	6	3	0.3	-4	24
